# Compound activity (PubChem)
# Autophagy HCS – autophagy modulation, high-content screen | MEF GFP-LC3 puncta imaging; test concentration mostly 10 µM | 190,000 compounds, 0.98% hits | calls only at 10 µM (by protocol);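 active means percentage of spot-positive cells more than 3 SD above its plate mean, without a fluorescence outlier flag or 80% toxicity; inconclusive means no clear call, values can overlap the other calls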;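 further: spot-positive cell cutoff set from DMSO-treated cells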
# XIAP antagonists – XIAP antagonists, biochemical, IAP family, fluorescence polarization (AID 1018); 200,000 compounds, 0.007% hits; displacement, % at 20 µM; hits with a dose series show IC50 in µM; XIAP BIR domain, fluorescence polarization peptide displacement; higher % means a stronger effect; in the data active means displacement above about 50%; further: a part of the inactive calls stands beside numbers as strong as those of hits
# Lipid droplet – modulators of hepatic lipid droplet formation. AML12 mouse hepatocytes, oleate lipid droplets, BODIPY imaging. inhibition, % at 6.5 µM. 240,000 compounds, 0.4% hits. AID 1656;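 active means lipid droplet intensity inhibited by at least 50%, with more than 500 cells counted; inconclusive means wells with under 300 cells, treated as cytotoxic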
#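 Assay system: AML12 hepatocytes (mouse); Probe or stimulus: oleic acid at 100 µM to induce lipid droplet formation; Dosing: compound at 6.5 µM only; Schedule: compound with oleate, overnight; Detection: fluorescence imaging, 20x objective, two fields per well; Measure: % inhibition of lipid droplet signal.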
# Dynein cargo inh – dynein cargo transport inhibition; 220,000 compounds, 0.47% hits; 3617.4 mouse cells, GR-EGFP nuclear translocation imaging; test concentration mostly 20 µM; stimulated with dexamethasone, 1 µM; active compounds read low; z-score, hits read low;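 active means plate z-score of nuclear minus cytoplasmic receptor signal below a set negative limit, without overly bright fluorescence or cell loss, cut at about -3.5 in these data, passing the limit was not always enough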;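 further: z-score of nuclear minus cytoplasmic ring GR-EGFP intensity difference per well; some compounds called inactive have numbers as strong as hits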
#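 Buffer or medium: tet-free medium with charcoal-stripped serum / Also added: dexamethasone agonist, 1.0 µM final, for 30 min / Timing: induction 48 h, compound 1 h, agonist 30 min / Measured by: high-content fluorescence imaging after fixation / Read-out: nuclear-to-cytoplasmic GR-EGFP distribution per well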
# Ins promoter up – MIN6 insulin promoter up-regulation; 190,000 compounds, 0.3% hits; MIN6 insulin promoter-GFP reporter, high-content imaging; active compounds read high; z-score at 5 µM;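 active means z-score above 3 at 5 µM with at least 500 cells counted in the well; inconclusive means wells under 500 cells, flagged as cytotoxic or low count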
# WT yeast gro inh – growth inhibition of WT yeast, mitochondrial fusion screen; mitochondrial fusion phenotypic screen, WT strain; inhibition, % at 10 µM; 190,000 compounds, 2.1% hits; in the data active means inhibition above about 58%; tested in S. cerevisiae
# MT stabilize HCS – stabilizes microtubules in HeLa cells; 200,000 compounds, 0.83% hits; HeLa tubulin immunostaining HCS, 24 h; share of cells brighter than vehicle mean+2SD; % tubulin-high responders, % at 10 µM;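 active means plate Z-score above 3 for both tubulin-high and condensed-nucleus cell shares, with cell loss under 80%, at 10 µM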;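 further: anti alpha tubulin signal scored within the nucleus-defined area of each cell; some results filed as inactive read as strong as hits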
# bCat nuc transl – beta-catenin nuclear translocation modulation. HeLa beta-catenin nuclear translocation, immunofluorescence imaging. nuclear translocation activity, % at 5 µM. 190,000 compounds, 0.3% hits;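 active means nuclear translocation activity above 50% at 5 µM, with a well cell count of 50 or more; inconclusive means wells under 50 cells across six images, flagged as toxic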;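 further: per-cell ratio of nuclear to cytoplasmic median beta-catenin stain intensity; plate controls were DMSO negative control for no effect and GSK-3 inhibitor IX positive control for full effect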
#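 System: HeLa cells, endogenous beta-catenin; compound dosing: 5 µM primary single dose, 0.1% DMSO, 0.02–20 µM confirmation series; incubation: 24 h compound exposure at 37°C, 5% CO2; signal: beta-catenin immunofluorescence imaging with DAPI; evaluation: % activation, nuclear-to-cytoplasmic median beta-catenin signal ratio per cell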
# CSM14.1 death rescue – protection against thapsigargin-triggered cell killing – 384-well, CSM14.1, ATP luminescence, primary screen (AID 1222); CSM14.1 thapsigargin-induced death rescue, ATP luminescence; higher % means a stronger effect; one-dose cellular ATP content (survival), % at 20 µM; EC50 in µM for titrated hits; 190,000 tested, under 10 active;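 active means EC50 below 50 µM in the dose-response confirmation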;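 further: death triggered by thapsigargin at about 15 µM added after 2 h compound pretreatment; cell ATP read after overnight thapsigargin exposure of roughly 18 to 22 hours; normalized against plate controls of thapsigargin alone and 5% DMSO vehicle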
# WT yeast gro inh mutant strain – recorded beside WT yeast gro inh, whose call it bears; inhibition, %; mitochondrial fusion phenotypic screen, mutant strain inhibition
# Dynein cargo inh cytoplasmic EGFP – further read-out of Dynein cargo inh, marked with its call; z-score; measured here: cytoplasmic GR-EGFP intensity; active compounds read high
# Dynein cargo inh nuclear GR-EGFP – also measured in Dynein cargo inh; calls as there; z-score; measured here: nuclear GR-EGFP intensity;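 lower value marks the stronger effect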
# Dynein cargo inh cell count – further read-out of Dynein cargo inh, marked with its call; z-score; measured here: cell count per field
# Ins promoter up cell count – further read-out of Ins promoter up, marked with its call; cell count; measured here: cytotoxicity, nuclei count;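 total cells summed across four imaged fields per well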
# Lipid droplet cells 6.5 µM – also measured in Lipid droplet; calls as there; cell count; measured here: cell count, cytotoxicity flag;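 cells counted across two imaged fields per well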
# bCat nuc transl cell count 5 µM – recorded beside bCat nuc transl, whose call it bears; cell count; measured here: cell count, cytotoxicity flag
# MT stabilize HCS Hoechst-high % – also measured in MT stabilize HCS; calls as there; % Hoechst-high responders; measured here: nuclear condensation Hoechst responders;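 share of cells brighter than vehicle mean plus two SD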
# MT stabilize HCS cytotoxicity % – recorded beside MT stabilize HCS, whose call it bears; toxicity, %; measured here: cytotoxicity by cell density;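 0% = mean cell density of plate MIN control wells and 100% = no cells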
# Autophagy HCS cell loss 18 h – recorded beside Autophagy HCS, whose call it bears; toxicity, %; measured here: cell loss, nuclei count;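 cell loss after 18 h compound exposure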
# Starred values were filed as active, the others as inactive; i = inactive; ? = inconclusive; / = not tested or not shown. Compounds as they come, and some 4% of all compounds hit somewhere here.
SMILES,Autophagy HCS,Autophagy HCS cell loss 18 h,XIAP antagonists,Lipid droplet,Lipid droplet cells 6.5 µM,Dynein cargo inh,Dynein cargo inh cytoplasmic EGFP,Dynein cargo inh nuclear GR-EGFP,Dynein cargo inh cell count,Ins promoter up,Ins promoter up cell count,WT yeast gro inh,WT yeast gro inh mutant strain,MT stabilize HCS,MT stabilize HCS Hoechst-high %,MT stabilize HCS cytotoxicity %,bCat nuc transl,bCat nuc transl cell count 5 µM,CSM14.1 death rescue
COc1ccc(Cl)cc1NC(=O)CN1C(=O)CC(C)S(=O)(=O)c2ccccc21 (stereo not drawn),i,10,-4.4%,-32,603,0.12,-0.25,0.74,-1.6,0.19,1098,-2,12,3.9,1.8,5.2,1.0,979,0.3%
Clc1cccc(CSc2nnc(-c3c[nH]c4ccccc34)o2)c1,i,-7,-4.2%,-13,846,-0.76,-0.26,0.26,1.1,0.18,834,0,0,2.2,1.9,6.7,-2.7,1233,-0.5%
CCCN(CCC)CCCNC(=O)c1cc2cc3ccc(OC)cc3nc2o1,i,-3,1.5%,/,/,0.52,0.57,0.39,-0.26,3,1550,12,3,1.1,0.8,4.6,1.0,1343,-0.9%
COC(=O)CCS(=O)(=O)c1ccc(Cl)c(Cl)c1,i,-3,-9.4%,-7,781,-0.53,-0.18,-0.21,-0.32,2.5,1252,18,-8,2.3,1.4,6.1,/,/,-2.4%
CN1CCCN(CC(O)COCc2cccs2)CC1 (stereo not drawn),i,-1,-2.5%,13,657,0.17,-0.28,0.25,0.58,/,/,1,41,1.9,2.5,9.3,-0.9,1053,1.0%
Cn1c(=O)c2c(nc(NCC3CCCO3)n2Cc2cccc(Br)c2)n(C)c1=O (stereo not drawn),i,-1,2.7%,/,/,0.43,-0.17,-0.09,0.71,/,/,-34,-7,3.7,2.4,3.2,/,/,-1.7%
COCCCNC(=O)CN(c1cccc(Cl)c1C)S(C)(=O)=O,i,-1,-11%,11,777,-0.75,-0.23,-0.12,0.15,/,/,11,12,1.3,0.3,36,-0.5,525,-1.8%
c1csc(CNCc2ccncc2)c1,i,-35,-4.3%,5,759,1.8,-0.26,1.1,-0.94,1.4,1309,2,9,3.5,1.5,6.2,-1.2,1044,0.5%
O=C(NCC1(N2CCOCC2)CCCCC1)c1ccc(Cl)c(S(=O)(=O)NCc2ccco2)c1,i,7,-0.6%,/,/,-0.9,-0.25,-0.51,-0.19,0.26,1220,8,16,4.7,2.0,8.5,1.1,1145,-1.0%
CC(C)NC(=O)CCCOc1ccc(Cl)cc1Cl,i,-12,-7.1%,13,804,0.24,0.00012,0.55,-0.67,0.3,910,-16,-6,1.4,1.2,3.0,/,/,-0.5%
Cc1cc2occ(CC(=O)Nc3nccs3)c2cc1C(C)C,i,-20,-1.5%,29,786,0.19,-0.27,0.56,0.53,0.12,939,13,20,1.2,0.9,1.8,0.5,1184,0.8%
COc1ccc(C2c3c(-c4ccccc4O)n[nH]c3C(=O)N2CCc2ccc(OC)c(OC)c2)cc1 (stereo not drawn),i,3,-4.7%,-18,634,1.2,0.039,0.98,0.066,-1.1,1232,-8,-3,1.8,4.2,6.8,/,/,/
CCNC(=O)CSc1nnc(-c2ccccc2)n1-c1ccc(OCC)cc1,i,-7,-4.0%,4,823,-0.18,-0.13,0.55,0.64,1.3,892,4,17,2.2,1.9,7.2,1.4,872,3.6%
C=C(C)COc1ccc(-c2n[nH]c(C)c2-c2ccccc2OC)c(O)c1,i,2,-0.9%,4,750,-0.37,-0.16,-0.78,-0.24,0.16,1301,7,-19,6.2,4.9,5.3,-6.1,1188,-5.8%
CCCCNC(=O)c1cc2nc3c(c(C(F)(F)F)n2n1)CCc1ccccc1-3,i,0,-2.1%,/,/,-0.92,-0.32,-0.39,0.82,-1.1,1721,7,0,1.8,2.1,3.8,0.9,1354,-0.4%
S=C(NNc1nc(Nc2ccccc2)nc(N2CCCCC2)n1)NC1CCCCC1,i,8,-2.9%,4,701,0.28,0.63,0.4,0.4,-1,1227,14,-7,2.8,2.2,4.0,1.4,1072,2.5%
CCC(CC)c1nnc(NC(=O)Cc2cccs2)s1,i,25,-7.1%,10,709,-0.61,-0.34,-0.31,1.3,/,/,-13,4,1.5,1.1,7.4,-0.5,1081,2.0%
Cn1cccc1Cc1nnc(SCC(=O)NC2CCCC2)n1CCc1ccccc1,i,-1,-4.7%,/,/,-0.98,-0.17,-0.57,0.1,-1.2,1022,16,-3,2.6,4.0,10,-1.1,1125,2.8%
Cc1cc(C)c(NC(=S)N(C)C)cc1C,/,/,/,-2,643,-0.78,-0.23,-0.36,0.34,-1.8,1321,/,/,/,/,/,-0.2,1361,/
Cc1ccsc1/C=C(/C#N)C(=O)NCc1ccccc1,i,5,-0.5%,11,597,-0.74,-0.25,-0.43,0.57,0.27,1421,0,-5,5.5,2.0,6.2,-1.4,1121,-1.8%
CCOC(=O)C(NC(C)=O)(Nc1ccc(S(=O)(=O)Nc2ncccn2)cc1)C(F)(F)F (stereo not drawn),i,3,0.1%,26,670,0.41,-0.26,-0.13,0.11,-0.41,1650,1,-3,3.0,1.8,1.1,-4.5,1053,-0.2%
COC(=O)N1[C@H](Cc2ccccc2)C=C[C@]1(C)C(=O)O,i,-5,-7.2%,11,747,1.2,-0.26,0.84,0.43,-0.51,865,-8,-17,3.2,2.5,8.2,-2.4,338,-3.8%
CCOC(=O)c1cnc2sc3c(n2c1=O)CCCC3,i,12,-3.3%,/,/,0.052,0.5,0.63,-0.38,?,/,-13,4,2.7,0.8,2.2,-4.4,1017,-1.0%
CSc1ccccc1NC(=O)CN(C1CCCCC1)S(C)(=O)=O,i,3,-5.0%,2,820,0.79,0.0041,0.51,-0.13,-1,856,-8,3,1.3,1.7,8.7,/,/,-0.7%
Nc1nccc(/C=C/c2ccc(Cl)cc2)n1,/,/,/,0,715,-2.1,-0.24,-0.74,0.53,0.76,1137,/,/,/,/,/,-0.3,1261,/
O=C(O)Cc1sc(Nc2ccccc2)nc1-c1cccs1,/,/,/,-19,629,-1.1,-0.22,0.11,0.22,0.19,1046,/,/,/,/,/,1.3,1319,/
COc1ccc(/C=N/n2cnn(Cc3ccccc3Cl)c2=S)cc1,i,-4,-12%,0,733,0.01,0.24,0.12,1.6,1.1,1115,4,7,6.4,2.7,12,-1.1,1074,/
CCNC(=O)CC1C(=O)N(c2ccc(F)cc2)C(=O)N1Cc1ccccn1 (stereo not drawn),i,-1,-0.3%,/,/,1.2,-0.24,0.36,-0.072,0.02,1655,5,12,4.8,4.6,4.3,0.9,1356,-1.7%
O=C(O)/C=C/C(=O)Nc1cccc(C(F)(F)F)c1,i,16,-7.1%,3,707,0.28,-0.14,0.25,-0.49,1.1,1503,12,3,7.8,2.5,2.3,-0.6,1061,1.0%
O=C1/C(=C\c2ccsc2)NC(=S)N1c1ccccc1,i,4,-4.8%,-14,704,-0.22,-0.18,0.069,-0.4,-0.28,1266,-8,-21,2.3,2.7,1.2,2.0,1047,-1.4%
CCCOc1ccc(C(=O)NC(=S)NNC(=O)c2c(-c3ccccc3)noc2C)cc1,/,/,/,-3,738,0.11,-0.31,-0.24,0.55,0.47,978,/,/,/,/,/,0.3,1317,/
O=C(CN1CCc2ccccc2C1)Nc1cccc(S(=O)(=O)N2CCCC2)c1,i,5,-7.1%,-18,689,-1.3,-0.3,-0.24,1.4,0.26,1445,7,19,8.0,3.0,6.0,-2.4,1137,-1.0%
CC(=O)SC1CC2=CC(=O)CCC2(C)C2CCC3(C)C(CCC34CCC(=O)O4)C12 (stereo not drawn),i,1,-2.6%,4,678,-1.1,-0.31,-0.54,0.42,-1.3,1538,-7,4,1.9,1.7,1.1,0.2,1485,1.3%
COc1cc(C(=S)N2CCCC2)cc(Cl)c1O,i,26,-2.8%,9,696,-0.23,-0.24,-0.17,0.72,-0.14,1212,31,29,3.6,2.8,2.9,/,/,/
CCOC(=O)C(NCc1ccccn1)(NC(=O)c1cccnc1)C(F)(F)F (stereo not drawn),i,8,-5.5%,2,733,-0.51,-0.16,0.09,0.27,1.3,1164,15,23,5.3,1.9,8.7,2.1,1075,1.4%
O=C(Nc1ccc(C(=O)N2CCOCC2)cc1)Nc1cccc2ccccc12,i,15,0.3%,40,735,2.9,-0.24,1.2,-1.3,-0.72,1250,4,16,5.5,2.0,16,-1.2,1097,5.2%
